MrgX1 ag: activates human MrgX1 receptor signaling; AID 588627; MrgX1-HEK293 cells, Fluo-4 calcium fluorescence, agonist mode; hits give high values; 310,000 tested, 0.44% active; B-score at 10 µM;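 active = calcium response B-score plate-corrected fluorescence ratio at least 3 library SD, with starting fluorescence B-score inside 5 SD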
Target sequence (Q96LB2 whole entry, looked up): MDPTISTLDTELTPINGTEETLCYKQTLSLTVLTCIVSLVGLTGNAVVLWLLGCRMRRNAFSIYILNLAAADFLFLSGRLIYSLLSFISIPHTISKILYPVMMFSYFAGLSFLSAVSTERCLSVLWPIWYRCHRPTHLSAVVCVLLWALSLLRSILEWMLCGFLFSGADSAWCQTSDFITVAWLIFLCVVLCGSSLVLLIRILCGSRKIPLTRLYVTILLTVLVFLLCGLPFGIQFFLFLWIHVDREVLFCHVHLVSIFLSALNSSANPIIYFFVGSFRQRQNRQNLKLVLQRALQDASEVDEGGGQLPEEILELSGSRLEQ
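System: HEK293 cells stably expressing human MrgX1 receptor; Dosing: test compound in the initial addition of three; Schedule: overnight plating, then 30 min 37 °C plus 30 min room-temperature dye loading; Detection: kinetic calcium dye fluorescence, Fluo-4 NW; Controls: per-plate positive and negative controls for Z′ factor.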
TMEM16A inh: mouse TMEM16A channel inhibition, primary screen; Q8BHY3; HEK293 TMEM16A/YFP iodide influx fluorescence, ionomycin; 310,000 tested, 1.2% active; normalized B-score (activity score, 25-100; higher = stronger inhibition) at 10 µM; AID 588511;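 active = ratio plate-corrected score three or more library SD toward inhibition, starting fluorescence score within five deviations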;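 note: score derived from kinetic fluorescence span divided by baseline fluorescence per well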
HDAC3 inh: inhibitors of human histone deacetylase 3; inhibition, % at 8.3 µM; AID 2718; 320,000 tested, 0.15% active; recombinant HDAC3, fluorogenic peptide/trypsin coupled, fluorescence; in the data active = inhibition above about 26%, passing the limit was not always enough; inconclusive = no clear call, values can overlap the other calls
Target sequence (O15379 whole entry, looked up): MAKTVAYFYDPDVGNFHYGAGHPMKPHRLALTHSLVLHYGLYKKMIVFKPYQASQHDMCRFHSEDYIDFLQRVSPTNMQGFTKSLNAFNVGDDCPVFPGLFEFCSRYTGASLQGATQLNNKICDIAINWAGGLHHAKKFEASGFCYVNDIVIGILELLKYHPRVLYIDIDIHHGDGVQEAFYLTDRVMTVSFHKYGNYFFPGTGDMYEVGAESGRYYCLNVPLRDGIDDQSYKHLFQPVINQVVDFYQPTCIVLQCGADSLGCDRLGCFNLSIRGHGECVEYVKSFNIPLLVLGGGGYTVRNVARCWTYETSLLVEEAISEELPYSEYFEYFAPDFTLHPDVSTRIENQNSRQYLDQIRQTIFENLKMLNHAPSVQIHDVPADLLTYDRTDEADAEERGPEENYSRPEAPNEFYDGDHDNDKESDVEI
SKKanGAS inh: SKKanGAS growth inhibition. S. pyogenes SKKanGAS, kanamycin growth, BacTiter-Glo, 6 h. inhibition, % at 7.5 µM. 300,000 tested, 1.3% active;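 active = mean replicate score, as percent of positive control median, at least 50; inconclusive = mean below 50 but one replicate at or above 50; inactive = mean and every replicate below 50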;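 note: strain carries kanamycin resistance gene driven by streptokinase promoter and grows in 40 µg/ml kanamycin; loss of luminescence reflects streptokinase promoter inhibition or plain growth inhibition; 0% = median of DMSO wells and 100% = positive control at its reference dose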
MrgX1 antagonist: human MrgX1 receptor antagonism, primary screen; Q96LB2; MRGX1-HEK293 calcium flux, Fluo-4, BAM8-22 antagonism; hits give low values; B-score at 10 µM; 310,000 tested, 1.3% active;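 active = calcium-response B-score plate-corrected more than 3 library SD below zero, starting fluorescence within 5 deviations, no agonist response on first addition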;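 note: peak minus trough fluorescence over baseline after final BAM8-22 challenge near maximal dose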
TMEM16A act: activates or potentiates the mouse TMEM16A chloride channel. Q8BHY3. HEK293 TMEM16A/YFP-H148Q/I152L, iodide quench fluorescence; hits give low values. B-score at 10 µM. 340,000 tested, 0.3% active;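 active = fluorescence-ratio B-score plate-corrected deviation score at least 3 library SD below zero, with starting fluorescence score within 5 deviations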;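 note: channel opened by trigger with iodide after compound preincubation; score built on the fluorescence ratio of max minus min over baseline; more negative score means more quench and so TMEM16A activation or potentiation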
TRPC6 inh: inhibitors of mouse TRPC6 channel; Q61143; HEK293-TRPC6, membrane potential dye, ACh-evoked depolarization; hits give low values; B-score at 10 µM; 310,000 tested, 1.1% active;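 active = B-score under library mean minus 3 SD, initial fluorescence not abnormally high, positive integrated signal ratio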;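 note: B-score derived from integrated fluorescence ratio over the kinetic read; more negative B-score means stronger inhibition of depolarization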
TRPC6 act: mouse TRPC6 channel activation; HEK293-TRPC6 membrane potential dye fluorescence; hits give high values; B-score at 10 µM; 310,000 tested, 0.13% active; AID 2550;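 active = B-score of the integrated fluorescence ratio above library mean plus 3 SD, and starting fluorescence ratio within library mean plus 5 SD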;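 note: higher score means more depolarization so channel activation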
MrgX1 allo act: human MrgX1 positive allosteric modulation, primary screen | B-score at 10 µM | 310,000 tested, 0.63% active | MrgX1-HEK293, Fluo-4 calcium flux, FDSS; hits give high values;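 active = plate-corrected calcium response at least 3 library SD above typical, normal starting fluorescence, not activating the receptor alone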;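 note: compound read alongside a low EC10 to EC30 dose of BAM8-22 agonist; peak minus trough fluorescence over baseline measured at the second addition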
RGS4 block: human RGS4 inhibition. P49798. HEK293 M3R/RGS4 inducible, Fluo-4 calcium flux; hits give high values; triggered by carbachol at its EC20. B-score at 10 µM. 310,000 tested, 0.45% active. AID 463165;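 active = B-score, a plate-corrected calcium signal, over three deviations above library mean, with baseline fluorescence within five deviations of library mean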;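 note: RGS4 expression induced by doxycycline in cells with stable M3 receptor; B-score is computed from the integrated fluorescence ratio over baseline after carbachol; higher B-score means a larger calcium signal and so more RGS4 inhibition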
Target sequence (P49798 whole entry, looked up): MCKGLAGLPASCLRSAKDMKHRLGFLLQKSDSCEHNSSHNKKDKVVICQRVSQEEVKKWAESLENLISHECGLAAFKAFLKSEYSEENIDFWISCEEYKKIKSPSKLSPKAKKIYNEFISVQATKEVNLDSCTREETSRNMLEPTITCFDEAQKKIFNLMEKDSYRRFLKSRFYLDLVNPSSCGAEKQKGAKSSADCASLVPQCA
RGS4 act: potentiators or activators of RGS4 | B-score at 10 µM | AID 463111 | 310,000 tested, 0.92% active | HEK293 M3R/inducible RGS4, carbachol calcium flux Fluo4; hits give low values;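 active = B-score of the integrated calcium signal more than 4 SD below the library mean, with starting fluorescence not abnormally high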;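 note: negative B-score means reduced calcium response which marks RGS4 activation or potentiation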
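System: HEK293 FlpIn-TREx cells, stable M3R, doxycycline-inducible RGS4. Timing: overnight RGS4 induction, 30 min dye load 37 °C, 20 min compound RT. Also added: carbachol, ECmax concentration. Measured by: Fluo4 fluorescence kinetic imaging of calcium. Evaluation: integrated calcium ratio converted to B score.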
* hit, by the source's call; i = inactive; u = inconclusive; x = no result given.

SMILES | MrgX1 ag | TMEM16A inh | HDAC3 inh | SKKanGAS inh | MrgX1 antagonist | TMEM16A act | TRPC6 inh | TRPC6 act | MrgX1 allo act | RGS4 block | RGS4 act
CCC(C)(C)n1nnnc1CN1CCC(c2nc3ccc(C)cc3[nH]2)CC1 | i | i | 0.0 | 0.7 | i | i | i | i | i | i | i
CS(=O)(=O)c1nc(S(=O)(=O)c2ccc(Cl)cc2)c(N2CCC(O)CC2)s1 | i | i | 5.7 | -14.1 | i | i | i | i | i | i | i
O=C(NCc1ccc2c(c1)OCO2)C1CC(=O)N(CCc2ccc(Cl)cc2)C1 (centres undefined) | i | i | -6.2 | -14.2 | i | i | i | i | i | i | i
CN1CCCN(S(=O)(=O)c2ccc3c(c2)OCCO3)CC1 | i | i | -3.2 | -2.5 | i | i | i | i | i | i | i
CC(=O)c1ccc(N=Nc2ccc(N(C)C)cc2)cc1 | i | i | -0.8 | 3.9 | i | i | i | i | i | i | i
COc1ccc(NC(=O)Cc2c(C)n(C(=O)c3ccc(Cl)cc3)c3ccc(OC)cc23)cc1 | i | i | -0.7 | 2.0 | i | i | i | i | i | i | i
C=CCN=C1NN=C(c2ccc3c(c2)OCCO3)CS1 | i | i | 1.0 | 14.0 | i | i | i | i | i | i | i
CCN(CC)CCCN1C=C2C(=O)C(C)(OC(=O)C3CCCC3)C(=O)C(c3ccccc3)=C2C=C1CCCC(=O)OC (centres undefined) | i | i | -0.8 | 0.2 | i | i | i | i | i | i | i
Cc1nc2ccccc2c2c1C(=O)N(CCC1=CCCCC1)C2=O | x | x | x | 1.4 | x | x | i | i | x | i | i
CC1=C(C(=O)OC(C)C)C(C)C(C(=O)OC(C)C)=C(C)N1 | i | i | 5.2 | -4.0 | i | i | i | i | i | i | i
CCCCOc1ccc(C(C)(O)CCN2CCOCC2)cc1 (centres undefined) | i | i | -3.1 | -0.4 | i | i | i | i | i | i | i
Cc1cc(C(=O)NNC(=O)c2cccc(N(C)C)c2)c(C)o1 | i | i | u | -5.5 | i | i | i | i | i | i | i
O=S(=O)(NC1CCCCCC1)c1ccc(Br)s1 | i | i | 6.1 | 6.1 | i | i | i | i | i | i | i
Cc1ccc(C(=O)COC(=O)c2ccc3c(c2)C(=O)N(c2cccc4ncccc24)C3=O)cc1 | i | i | -1.3 | x | i | i | i | i | i | i | i
CN1CC(=O)N(CC(=O)Nc2ccc(Cl)c(C(F)(F)F)c2)C1=O | i | i | 1.9 | -0.4 | i | i | i | i | i | i | i
COCC(C)NC(=O)c1cccc([N+](=O)[O-])c1 (centres undefined) | i | i | -0.6 | 0.6 | i | i | i | i | i | i | i
CCc1cc(Cl)c(OC)c(C(=O)NC[C@@H]2CCCN2CC)c1O | i | i | -1.9 | -3.0 | i | i | i | i | i | i | i
CCC(=O)c1ccc2c(c1)N(CCCN(C)C)c1ccccc1S2 | i | i | -2.4 | -3.4 | i | i | -6.09* | i | i | i | i
CC(Nc1cc(N2CCN(S(C)(=O)=O)CC2)ccc1[N+](=O)[O-])c1ccccc1 (centres undefined) | i | i | 9.6 | -3.8 | i | i | i | i | i | i | i
Cc1nc(-c2ccc(Cl)cc2)sc1C(=O)NN | i | i | 5.2 | 30.3 | i | i | i | i | i | i | i
Cc1cc(Br)ccc1NC(=O)CNC(=O)Cn1ncc(Cl)c(Cl)c1=O | i | i | 11.0 | -2.2 | i | i | i | i | i | i | i
COc1cc(Cl)c(C)cc1NC(=O)CCNC(=O)c1ccco1 | i | i | -3.3 | 2.3 | i | i | i | i | i | i | i
COc1ccccc1C(=O)CC(=O)c1ccccc1 | i | i | 3.0 | -6.3 | i | i | i | i | i | i | i
C=Cc1ncc(OC)c2c1[nH]c1ccccc12 | i | i | 2.3 | -7.4 | i | i | i | i | i | i | i
O=C(c1ccc(=O)[nH]c1)N(Cc1ccco1)C1(C(=O)NC2CCCCC2)CCCCC1 | i | i | -4.9 | -3.5 | i | i | i | i | i | i | i
Cc1ccc2c(c1)nnn2C1CCN(S(=O)(=O)c2ccc(C(=O)NC3CCCC3)cc2)CC1 | i | i | x | -12.7 | i | i | i | i | i | i | i
CCOc1ccc2[nH]c3nc(SCC(=O)NCC4CCCO4)nnc3c2c1 (centres undefined) | i | i | 0.5 | -4.0 | i | i | i | i | i | i | i
CC(=C\c1ccco1)/C=C(\C#N)C(=O)NCCc1c[nH]c2ccccc12 | i | i | 3.9 | 6.1 | i | i | i | i | i | i | i
Nc1ccc2nc(-c3ccc(-c4nc5ccc(N)cc5[nH]4)cc3)[nH]c2c1 | i | i | -4.4 | -8.1 | i | x | i | i | i | i | i
Cc1ccc(NC(=O)N2C3CCCC2CC(NC(=O)C(C)(C)C)C3)cc1 (centres undefined) | i | i | 5.8 | -0.9 | i | i | i | i | i | i | i
COc1ccccc1CNC(=O)C(=O)NCC1OCCN1S(=O)(=O)c1ccc2c(c1)OCCO2 (centres undefined) | i | i | -2.2 | -4.7 | i | i | i | i | i | i | i
COc1ccc(CNC(=O)c2cccc3c2C(=O)N(CC2CCCO2)C3)cc1 (centres undefined) | i | i | x | 0.0 | i | i | i | i | i | i | i
CCC1=Nc2cc(C(=O)NCc3cccnc3)ccc2Sc2ccc(C)cc21 | i | i | -4.0 | 5.9 | i | i | i | i | i | i | i
COc1cccc(-c2nc(CS(=O)(=O)CC(=O)Nc3cc(F)ccc3F)c(C)o2)c1 | i | i | -4.8 | 0.0 | i | i | i | i | i | i | i
N/C(=N\OC(=O)c1cccs1)c1cccc([N+](=O)[O-])c1 | i | i | -0.1 | -9.4 | i | i | i | i | i | i | i
NC(=O)c1ccc(NC(=O)COC(=O)/C=C/c2ccc3c(c2)OCO3)cc1 | i | i | -12.6 | -11.0 | i | i | i | i | i | i | i
Cn1nnnc1SCC(=O)Nc1ccc(Br)cc1Cl | i | i | -0.5 | -5.3 | i | i | x | x | i | x | x
Cc1ccc(NC(=O)c2cccs2)cc1S(=O)(=O)Nc1cccc(Cl)c1 | i | 100* | 10.5 | 42.1 | i | i | i | i | i | i | i
Cc1nc2nc(NC(=O)c3ccco3)[nH]n2c(=O)c1C | i | i | 1.7 | 12.9 | i | i | i | i | i | i | i
COc1cccc(NC(=O)CN(Cc2ccccc2)S(C)(=O)=O)c1 | i | i | -6.2 | 2.4 | i | i | i | i | i | i | i
COc1ccc(NC(=O)CSc2nc(-c3ccncc3)nn2CC(=O)N2CCCC2)cc1 | i | i | -2.5 | -3.2 | i | i | i | i | i | i | i
Cc1ccc(-c2csc3nnc(SCC(=O)Nc4cccc(C)n4)n23)cc1 | i | i | 0.8 | 8.0 | i | i | i | i | i | i | i
NC(=O)CC(NC(=O)c1ccc(Br)cc1)c1ccc(N2CCN(c3ccccn3)CC2)c([N+](=O)[O-])c1 (centres undefined) | i | i | 5.8 | 3.0 | i | i | i | i | i | i | i
COc1cccc(NC(=O)CN(c2ccc(C)cc2)S(=O)(=O)c2c(C)nn(C)c2C)c1 | i | i | 6.7 | 0.4 | i | i | i | i | i | i | i
C=CCNc1nc(-c2sc(NC(=O)CC)nc2C)cs1 | i | i | 5.1 | -4.5 | i | i | i | i | i | i | i
CC1CC(C)(C)CC2(C1)NC(=O)N(CC(=O)NCC(c1ccco1)N1CCCCC1)C2=O (centres undefined) | i | i | 5.1 | 1.4 | i | i | i | i | i | i | i
C[C@H](C(=O)O)c1n[nH]c(=O)c2ccccc12 | i | i | 1.2 | -3.4 | i | i | i | i | i | i | i
CCCc1cc(=O)n2[nH]c(NC(=O)c3ccco3)nc2n1 | i | i | -2.1 | -6.0 | i | i | i | i | i | i | i
Cc1ccc2c(COC(=O)C34CC5CC(CC(C5)C3)C4)cc(=O)oc2c1 | i | i | 0.4 | -12.6 | i | i | i | i | i | i | i
CCOc1ccc(S(=O)(=O)Nc2ccc(C(=O)N/N=C(\C)c3ccc(-n4ccnc4)cc3)cc2)cc1 | i | i | 6.0 | 18.2 | i | i | i | i | i | i | i
Cc1ccc(-n2cc(CN3CCN(Cc4nccn4C)CC3)c(-c3ccc(F)cc3)n2)cc1 | i | i | 4.6 | 6.0 | i | i | i | i | i | i | i
N#CCc1c(C#N)c(N)nc(N2CCCC2)c1C#N | i | i | 6.2 | 6.9 | i | i | i | i | i | i | i
C=C(C)c1cccc(C(C)(C)NC(=O)Nc2ccc(C)cn2)c1 | i | i | x | -9.5 | i | i | i | i | i | i | i
C(=N\Nc1nc2ccccc2[nH]1)/c1ccccc1 | i | i | 4.9 | 14.9 | i | i | i | i | i | i | i
CCOC(=O)c1nc(NCc2ccccc2F)c2ccccc2n1 | i | i | 10.5 | 2.8 | i | i | i | i | i | i | i
CC(C)N1CCc2c(sc(NC(=O)c3ccc(C(=O)c4ccccc4)cc3)c2C(N)=O)C1 | 35.5* | i | 2.8 | 22.0 | i | i | i | i | i | i | i
O=C(NCCCN1CCOCC1)c1ccc(Sc2ccc(Br)cc2)c([N+](=O)[O-])c1 | i | i | 2.6 | -1.4 | i | i | i | i | i | i | i
COc1ccc(OC)c(/C=C2\Oc3cc(OCC(=O)N4CC(O)C[C@H]4C(=O)O)ccc3C2=O)c1 (some centres undefined) | i | i | 5.8 | 1.1 | i | i | i | i | 13.9* | i | i
CC(NC(=O)CSc1ncccn1)c1ccc(Cl)cc1Cl (centres undefined) | i | i | -0.5 | 2.3 | i | i | i | i | i | i | i
COc1cccc(C(=O)Nc2nc(-c3ccccc3)c(-c3ccccc3)o2)c1 | i | i | 10.7 | 91.7* | i | i | i | i | i | i | i
COc1ccc(-c2cc3ncc(-c4ccccc4)c(N)n3n2)cc1 | x | x | x | 13.7 | x | i | i | i | x | i | i
CCC(C)c1c(O)nc(SCC(=O)N2CCCCC2)[nH]c1=O (centres undefined) | i | i | 3.3 | 1.9 | i | i | i | i | i | i | i
CCN(CC)S(=O)(=O)c1ccc(C(=O)OCCNC(=O)c2cccnc2)cc1 | i | i | 5.1 | 9.1 | i | i | i | i | i | i | i

Assay outcomes as filed in PubChem BioAssay.

No enrichment for hits; any-hit rate near 6.7%.
